Screening data deposited in PubChem BioAssay by National Center for Advancing Translational Sciences (NCATS).
LMNA splice mod: changes lamin A minigene splicing in HeLa cells | 200,000 compounds, 0.01% hits | HeLa LMNA splicing GFP/RFP minigene ratio, 48 h | AID 1487 | Potency, µM (doses to about 46.1 µM), for inactives: at the highest dose ratio change, negative = inhibition, most hits filed as inhibitors; active = well fitted inhibition curve with a large enough effect in the signal ratio, with a control signal flat, not every such curve was filed as active; inconclusive = small, poorly fitted or top-dose-only effect, or effect the other way, or a change in a side signal; the % refers to the signal ratio; note: % is set by controls: 0 for no effect and ±100 for the full control effect
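S3 HeLa stable clones carrying a lamin A-EGFP splicing minigene plus DsRed2 were seeded at 600 cells/well in Opti-MEM with 2% FBS, pin-dosed and incubated 48 h at 37°C. Acumen cytometry (488 nm) gave the GFP/RFP total-intensity ratio.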
HTT cytoprotect: cytoprotection in Huntington HTT-Q103 PC12 cell model. PC12 HTT-Q103 induced, cytoprotection, ATP luminescence, 40 h. Potency, µM (series often up to 56.4 µM), inactives show cytoprotection (ATP increase), hits mostly activators. 230,000 compounds, 0.14% hits;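 note: % of control where 0% means no effect; nearly all actives have a fitted effect of over 45% in size; toxic huntingtin expression switched on by the ecdysone agonist tebufenozide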
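Rat PC12, Q103 Htt exon1-GFP fusion, ecdysone promoter; tebufenozide inducer 100 nM final; compound titration; qHTS, 1500 cells/well; ATPlite luminescent read.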
GAA glycogen mod: GAA glycogen-cleavage inhibition or activation; P10253; recombinant GAA, glycogen substrate, Amplex Red glucose oxidase fluorescence; Potency, µM (titrated, usually from 76.4 µM), for inactives: top-dose activity change, negative = inhibition, actives largely listed as inhibitors; 300,000 compounds, 0.38% hits;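 note: 0% = full enzyme reaction and -100% = no-enzyme basal signal; the screen sought inhibitors and activators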
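Natural-substrate format: glycogen cleavage by 4 nM human enzyme, glucose read by Amplex Red coupling (Ex 573, Em 610 nm). Normalized to enzyme and no-enzyme controls.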
GAA spleen mod: inhibitors or activators of human alpha-glucosidase in spleen homogenate; P10253; human spleen homogenate, 4-MU-alpha-glucoside fluorescence; Potency, µM (top dose mostly 79.9 µM), for inactives: top-dose activity change, negative = inhibition, most hits filed as inhibitors; 240,000 compounds, 0.006% hits; AID 2112;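 note: 0% = enzyme with vehicle and -100% = no enzyme basal signal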
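Human spleen homogenate (1 ug) with 4-methylumbelliferyl-alpha-D-glucopyranoside (1 mM final) in 50 mM citrate/phosphate pH 5.0, 0.01% Tween-20; 40 min at 37 C. Stopped at pH 10; 4-MU fluorescence Ex 365/Em 440 nm; AC50 by Hill fit.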
Starred values were filed as active, the others as inactive; ? = inconclusive; . = no result given; & = joins results of further samples; [ ] = dose if it differs, or a comment. Unless noted, calls come from the whole dose curve; as a rule, active = well fitted curve in the direction sought with a large enough effect; inconclusive = small, poorly fitted or top-dose-only effect, or another doubt; inactive = no such curve, though single readings can be large; an effect the other way counts as inactive or inconclusive. Potency is the fitted concentration of half-maximal effect.

Start of the data: the first 7 compounds (preview)
Screens by letter – A = LMNA splice mod; B = HTT cytoprotect; C = GAA glycogen mod; D = GAA spleen mod
COc1ccc(Oc2ncc3nc(-c4cccs4)c(=O)n(Cc4cccc(OC)c4)c3n2)cc1
  A = .	B = 30%	C = .	D = 10%
O=C(c1cnccn1)N1CCC2(CC1)CN(c1ccccc1)C2
  A = .	B = -6%	C = .	D = 6%
COc1ccc(C(=O)N2CCC3(CC2)CCN(c2cccc(-c4ccccc4)c2)CC3)cc1
  A = .	B = 29%	C = .	D = -6%
Cn1c(=O)c(-c2cc(F)cc(F)c2)nc2cnc(Oc3ccccc3)nc21
  A = .	B = 9%	C = .	D = 3%
O=C(c1ccncc1)N1CCC2(CC1)CCN(c1cccc(-c3ccccc3)c1)CC2
  A = .	B = 24%	C = .	D = -2%
CC(=O)N1CCC2(CC1)CN(c1cccc(-c3ccccc3)c1)C2
  A = .	B = -11%	C = .	D = -2%
O=C(Nc1cccc(F)c1)N1CCCC2(CCN(C(=O)c3cc(C(F)(F)F)cc(C(F)(F)F)c3)CC2)C1
  A = .	B = -39%[inhibitor]	C = .	D = -3%

The whole of this part, from the first entry:
Screens by letter – A = LMNA splice mod; B = HTT cytoprotect; C = GAA glycogen mod; D = GAA spleen mod
COc1ccc(Oc2ncc3nc(-c4cccs4)c(=O)n(Cc4cccc(OC)c4)c3n2)cc1
  A = .	B = 30%	C = .	D = 10%
O=C(c1cnccn1)N1CCC2(CC1)CN(c1ccccc1)C2
  A = .	B = -6%	C = .	D = 6%
COc1ccc(C(=O)N2CCC3(CC2)CCN(c2cccc(-c4ccccc4)c2)CC3)cc1
  A = .	B = 29%	C = .	D = -6%
Cn1c(=O)c(-c2cc(F)cc(F)c2)nc2cnc(Oc3ccccc3)nc21
  A = .	B = 9%	C = .	D = 3%
O=C(c1ccncc1)N1CCC2(CC1)CCN(c1cccc(-c3ccccc3)c1)CC2
  A = .	B = 24%	C = .	D = -2%
CC(=O)N1CCC2(CC1)CN(c1cccc(-c3ccccc3)c1)C2
  A = .	B = -11%	C = .	D = -2%
O=C(Nc1cccc(F)c1)N1CCCC2(CCN(C(=O)c3cc(C(F)(F)F)cc(C(F)(F)F)c3)CC2)C1
  A = .	B = -39%[inhibitor]	C = .	D = -3%
c1ccc(-c2cccc(N3CC[C@@]4(CCCNC4)C3)c2)cc1
  A = .	B = -111%[inhibitor]	C = .	D = 0%
COc1ccc(C(=O)N2CCC3(CCN(Cc4ccccc4)CC3)CC2)cc1
  A = .	B = ?	C = .	D = -5%
COc1ccccc1CN1CC2(CCN(C(=O)c3ccncc3)CC2)C1
  A = .	B = 34%	C = .	D = -10%
O=c1c(-c2ccc(F)cc2)nc2cnc(Nc3ccccc3)nc2n1C1CC1
  A = .	B = -81%[inhibitor]	C = .	D = 2%
CC(C)CN1CCCC2(CCN(C(=O)c3ccco3)CC2)C1
  A = .	B = 7%	C = .	D = 4%
CCNc1ncc2ncc(=O)n(C)c2n1
  A = .	B = -8%	C = .	D = 26%
N#Cc1ccc(CN2CC[C@@]3(CCCN(C(=O)c4cnccn4)C3)C2)cc1
  A = .	B = 21%	C = .	D = -4%
CC(=O)N1CCC2(CC1)CN(Cc1ccc(C#N)cc1)C2
  A = .	B = 30%	C = .	D = -2%
O=S(=O)(c1ccccc1)N1CCC[C@@]2(CCN(c3ncccn3)C2)C1
  A = .	B = ?	C = .	D = -5%
COC(=O)N1CCC2(CCN(C(=O)Nc3cccc(F)c3)CC2)CC1
  A = .	B = 3%	C = .	D = 16%
COc1ccc(NC(=O)N2CCCC3(CCN(C(=O)c4cccc(F)c4)CC3)C2)cc1
  A = .	B = -13%	C = .	D = -7%
CCNc1ncc2nc(-c3ccccc3)c(=O)n(Cc3ccc(F)cc3)c2n1
  A = .	B = -56%[inhibitor]	C = .	D = 26%
COc1cccc(Cn2c(=O)c(-c3ccccc3)nc3cnc(N(C)C)nc32)c1
  A = .	B = -33%[inhibitor]	C = .	D = -1%
COc1ccccc1CCn1c(=O)c(-c2ccc(Cl)cc2)nc2cncnc21
  A = .	B = -35%[inhibitor]	C = .	D = 3%
N#Cc1ccc(CN2CC[C@@]3(CCCN(S(=O)(=O)c4ccccc4)C3)C2)cc1
  A = .	B = 9%	C = .	D = 1%
O=C(Nc1ccccc1)N1CCCC2(CCN(C(=O)c3cc(C(F)(F)F)cc(C(F)(F)F)c3)CC2)C1
  A = .	B = ?	C = .	D = 1%
COCC(=O)N1CCC2(CCN(Cc3nccs3)CC2)CC1
  A = .	B = -13%	C = .	D = 7%
O=C(c1ccncc1)N1CCC2(CCCN(c3ncccn3)C2)CC1
  A = .	B = 0%	C = .	D = 7%
Cc1noc(C)c1C(=O)N1CCC2(CC1)CCN(c1ccccn1)CC2
  A = .	B = ?	C = .	D = 11%
COc1c(O)cc2c(=O)oc3c(OC)c(O)cc4c(=O)oc1c2c34
  A = .	B = -6%	C = .	D = -2%
Cn1cccc1C(=O)N1CCC2(CC1)CN(Cc1cc(C(F)(F)F)cc(C(F)(F)F)c1)C2
  A = .	B = -31%[inhibitor]	C = .	D = -12%
O=C(c1cc(C(F)(F)F)cc(C(F)(F)F)c1)N1CCC[C@@]2(CCN(Cc3ccncc3)C2)C1
  A = .	B = 9%	C = .	D = -13%
COc1ccc(-n2c(=O)c(C)nc3cnc(Oc4cccc(Cl)c4)nc32)cc1
  A = .	B = -1%	C = .	D = -7%
CS(=O)(=O)N1CCC2(CC1)CN(Cc1ccc(C#N)cc1)C2
  A = .	B = -13%	C = .	D = -4%
O=C(c1cccc(F)c1)N1CCC2(CCCN(Cc3cc(C(F)(F)F)cc(C(F)(F)F)c3)C2)CC1
  A = .	B = -4%	C = .	D = 8%
O=S(=O)(c1ccccc1)N1CCC2(CCCN(c3ccccc3)C2)CC1
  A = .	B = -50%[inhibitor]	C = .	D = -7%
FC(F)(F)c1cc(CN2CCC3(CCNCC3)CC2)cc(C(F)(F)F)c1
  A = .	B = -17%	C = .	D = -10%
O=C(Oc1ccccc1)N1CCC2(CC1)CCN(c1ncccn1)CC2
  A = .	B = 8%	C = .	D = 8%
N#Cc1ccc(CN2CC3(CCN(C(=O)c4cc(C(F)(F)F)cc(C(F)(F)F)c4)CC3)C2)cc1
  A = .	B = -32%[inhibitor]	C = .	D = 6%
O=C(c1cccc(F)c1)N1CCC[C@@]2(CCN(c3ccncc3)C2)C1
  A = .	B = 13%	C = .	D = -3%
COC(=O)N1CCC2(CCCN(Cc3ccccc3OC)C2)CC1
  A = .	B = 14%	C = .	D = -11%
COc1ccccc1CN1CC[C@@]2(CCCN(C(=O)c3cc(C(F)(F)F)cc(C(F)(F)F)c3)C2)C1
  A = .	B = -19%	C = .	D = -14%
O=C(c1ccco1)N1CCC[C@@]2(CCN(c3ccncc3)C2)C1
  A = .	B = ?	C = .	D = -4%
Oc1ccc(O)c2c(O)cccc12
  A = .	B = 0%	C = .	D = -3%
N#CC(=C(/N)Sc1ccccc1N)/C(C#N)=C(\N)Sc1ccccc1N
  A = .	B = 26%&-14%	C = .	D = 4%&-5%
c1ccc(-c2cccc(N3CCC4(CCNCC4)CC3)c2)cc1
  A = .	B = -85%[inhibitor]	C = .	D = -1%
Cc1noc(C)c1C(=O)N1CCC[C@@]2(CCN(C(=O)Nc3ccccc3)C2)C1
  A = .	B = 21%	C = .	D = -8%
COC(=O)CCCC[C@@H]1SC[C@@H]2NC(=O)N[C@@H]21
  A = .	B = ?	C = .	D = 1%
O=C(c1ccncc1)N1CCC2(CC1)CN(Cc1cc(C(F)(F)F)cc(C(F)(F)F)c1)C2
  A = .	B = -39%[inhibitor]	C = .	D = -6%
Cn1c(=O)cnc2cnc(Nc3ccccc3)nc21
  A = .	B = ?	C = .	D = -9%
O=c1c(-c2ccccc2)nc2cnc(N3CCOCC3)nc2n1-c1ccccc1
  A = .	B = -38%[inhibitor]	C = .	D = 2%
CC(C)NC(=O)N1CCCC2(CCN(C(=O)c3cccn3C)CC2)C1
  A = .	B = -15%	C = .	D = 6%
COc1cccc(Cn2c(=O)c(C)nc3cnc(OCc4ccccc4)nc32)c1
  A = .	B = -55%[inhibitor]	C = .	D = 5%

Given with two lines to a compound: entries from further up.
Order of values – LMNA splice mod, HTT cytoprotect, GAA glycogen mod, GAA spleen mod
CC(C)NC(=O)N1CCCC2(CCN(C(=O)c3cccn3C)CC2)C1
 : ., -15%, ., 6%
Oc1ccc(O)c2c(O)cccc12
 : ., 0%, ., -3%
N#CC(=C(/N)Sc1ccccc1N)/C(C#N)=C(\N)Sc1ccccc1N
 : ., 26%&-14%, ., 4%&-5%

Some of these compounds in order of the GAA spleen mod value, falling.
SMILES | GAA spleen mod
c1ccc(-c2cccc(N3CCC4(CCNCC4)CC3)c2)cc1 | -1%
O=C(c1ccncc1)N1CCC2(CC1)CN(Cc1cc(C(F)(F)F)cc(C(F)(F)F)c1)C2 | -6%
Cc1noc(C)c1C(=O)N1CCC[C@@]2(CCN(C(=O)Nc3ccccc3)C2)C1 | -8%

(list continues)
Screens by letter – A = LMNA splice mod; B = HTT cytoprotect; C = GAA glycogen mod; D = GAA spleen mod
O=C(c1csnn1)N1CCC2(CCCN(C(c3ccccc3)c3ccccc3)C2)CC1
  A = .	B = 6%	C = .	D = 4%
N#Cc1ccc(CN2CC3(CCN(C(=O)c4cnccn4)CC3)C2)cc1
  A = .	B = ?	C = .	D = 5%
COc1ccc(C(=O)N2CCC3(CCN(C)CC3)CC2)cc1
  A = .	B = -39%[inhibitor]	C = .	D = -12%
COCC(=O)N1CCC[C@@]2(CCN(c3ccccc3)C2)C1
  A = .	B = -19%	C = .	D = 3%
CN(Cc1ccccc1)S(=O)(=O)c1nnc(NC(=O)c2ccccc2Cl)s1
  A = ?	B = .	C = -1%[76.3 µM]	D = .
CCOc1ccc(NC(=O)C(CC(C)C)N2Cc3ccccc3C2=O)cc1 (stereo not given)
  A = -8%[46 µM]	B = .	C = -5%[76.3 µM]	D = .
Cc1ccc(C(=O)Nc2nnc(S(=O)(=O)N3CCCCCC3)s2)cc1
  A = 2%[46 µM]	B = .	C = 17%&0%[76.3 µM]	D = .
CCS(=O)(=O)N1CC(=O)N(c2ccc(Cl)cc2)C(C)(C(=O)NC2CCCCCC2)C1 (stereo not given)
  A = ?	B = .	C = -3%[76.3 µM]	D = .

Exported with each value named: entries from further up
CCNc1ncc2nc(-c3ccccc3)c(=O)n(Cc3ccc(F)cc3)c2n1
  LMNA splice mod: .	HTT cytoprotect: -56%[inhibitor]	GAA glycogen mod: .	GAA spleen mod: 26%

COc1cccc(Cn2c(=O)c(-c3ccccc3)nc3cnc(N(C)C)nc32)c1
  LMNA splice mod: .	HTT cytoprotect: -33%[inhibitor]	GAA glycogen mod: .	GAA spleen mod: -1%

Not all compounds are listed; count on the stated rates, not on these rows.
